Screening results: PubChem, several laboratories
PhoP inhibition – inhibitors of PhoP regulon expression, primary screen, Salmonella Typhimurium, GFP reporter (AID 1863) | S. Typhimurium PhoP-regulated promoter GFP reporter, 4 h; higher % means a stronger effect | actives 0.16% (n = 300,000) | inhibition, % at 50 µM, or IC50 in µM where a hit was titrated;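 active = inhibition over 29.93%, a cutoff 3 SD above the screen mean, later confirmed by dose response; inconclusive = inhibition over 29.93% but no dose response follow-up; inactive = inhibition at most 29.93% or unconfirmed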;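 also: 0% = low Mg2+ inducing control and 100% = high Mg2+ repressing control; strong numbers were not always called active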
West Nile antiviral – West Nile virus antiviral activity, cell-based, CPE readout (AID 1621) | West Nile virus-infected cells, CPE inhibition; higher % means a stronger effect | CPE inhibition, % at 10 µM; hits with a dose series show IC50 in µM | actives 0.02% (n = 290,000); in the data active = a potency from the dose series; inconclusive = CPE inhibition mostly from about 3.7% at the one dose, without a potency; inactive = the rest, 99 in 100 with CPE inhibition below about 2.2%; also: strong numbers were not always called active
KOR beta-arrestin-1 – KOR agonists, beta-arrestin recruitment, primary screen, cell-based, luminescence, uHTS (AID 1777). KOR beta-arrestin recruitment, luminescence; higher % means a stronger effect. one-dose activation, % at 10 µM; EC50 in µM for titrated hits. actives 0.02% (n = 280,000); in the data active = activation above about 50%, passing the limit was not always enough; also: a part of the inactive calls stands beside numbers as strong as those of hits
GPR55 antagonists – GPR55 antagonists blocking LPI-driven arrestin recruitment, primary screen, imaging, U2OS, beta-arrestin-GFP, LPI agonist (AID 2013). inhibition, % at 10 µM, or IC50 in µM where a hit was titrated. U2OS GPR55 beta-arrestin-GFP translocation imaging, LPI antagonism; higher % means a stronger effect. G-protein coupled receptor 55 (Homo sapiens). actives 0.13% (n = 290,000);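 active = spots per cell inhibited over 60%, with over 100 cells counted and total cytoplasm intensity under 500,000; inconclusive = wells with under 100 cells, flagged as likely toxic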;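 also: U2OS cells stably carrying GPR55 and arrestin-GFP stimulated by 5 µM LPI near EC80; imaged beta-arrestin-GFP aggregate spots per cell after agonist stimulation; plate controls were LPI-stimulated DMSO wells for no effect and DMSO wells without LPI for full effect; some results filed as inactive read as strong as hits; confirmed hits need IC50 under 10 µM and bright autofluorescent wells are also inconclusive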
T cell modulator – modulators of CD8 T cell-vesicle binding, primary screen, mouse 2C CD8+ T cells, flow cytometry; AID 2052, 2009; actives 0.068% (n = 330,000); calls only at 7 µM; 2C CD8+ T cell-vesicle binding; hits give low values;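 active = response, share of CD8 T cells binding vesicles, and their 90th percentile fluorescence all below set limits, cut at about 80% in these data, passing the limit was not always enough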
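Material: murine 2C transgenic CD8+ T lymphocytes / Also added: QL9-peptide-loaded Drosophila micro-vesicles bearing Ld, ICAM-1 and B7-1 / Schedule: binding step 1.5 h, 37 °C, antibody labelling 20 min, ice / Signal: flow cytometry, PE anti-B7-1 (FL2) versus Alexa647 anti-CD8 (FL8), PFA-fixed / Evaluation: percent CD8+ FL2 mean versus row control / Benchmarks: naked versus QL9-loaded vesicles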
GPR35 arrestin U2OS – GPR35 antagonists blocking zaprinast-driven arrestin recruitment, primary screen, imaging, U2OS, beta-arrestin-GFP, zaprinast agonist (AID 2058); U2OS GPR35 beta-arrestin-GFP translocation imaging, zaprinast antagonism; higher % means a stronger effect; inhibition, % at 10 µM, or IC50 in µM where a hit was titrated; G-protein coupled receptor 35 (Homo sapiens); actives 0.052% (n = 290,000);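 active = inhibition of at least 50% with at least 30 cells and total cytoplasm GFP at most 10,000,000; inconclusive = under 30 cells or total GFP of 10,000,000 plus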
NTR1 agonist – agonists of NTR1, primary screen, imaging, U2OS cells, beta-arrestin-GFP, high content (AID 493036); Neurotensin receptor type 1 (Homo sapiens), P30989; NTR1-U2OS beta-arrestin-GFP spot imaging, agonist mode; activation, % at 20 µM; actives 0.17% (n = 330,000);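 active = activation at or above 40% of the spot to cytoplasm intensity ratio, with at least 20 cells analyzed; inconclusive = wells under 20 cells, flagged as cytotoxic or low count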;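 also: 0% = DMSO without peptide and 100% = 100 nM NTR1 peptide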
Target sequence (P30989 whole entry, looked up): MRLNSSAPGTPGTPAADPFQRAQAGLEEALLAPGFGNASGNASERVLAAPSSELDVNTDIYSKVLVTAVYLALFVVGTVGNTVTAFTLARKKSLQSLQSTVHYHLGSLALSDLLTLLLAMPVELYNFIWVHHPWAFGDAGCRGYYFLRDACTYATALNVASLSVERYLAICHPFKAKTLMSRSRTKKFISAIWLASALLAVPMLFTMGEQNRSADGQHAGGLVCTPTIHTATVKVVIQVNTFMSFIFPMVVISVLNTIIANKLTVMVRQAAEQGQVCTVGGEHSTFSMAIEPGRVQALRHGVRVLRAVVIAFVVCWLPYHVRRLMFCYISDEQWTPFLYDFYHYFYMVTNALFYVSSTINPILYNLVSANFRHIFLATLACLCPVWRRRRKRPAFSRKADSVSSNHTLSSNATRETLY
KOR beta-arrestin-2 – KOR antagonists, beta-arrestin recruitment, cell-based, luminescence, uHTS (AID 1778) | actives 0.091% (n = 290,000) | Kappa-type opioid receptor (Homo sapiens) | inhibition, % at 10 µM, or IC50 in µM where a hit was titrated | KOR beta-arrestin recruitment, luminescence, antagonist mode; higher % means a stronger effect; in the data active = inhibition above about 50%; also: strong numbers were not always called active
GPR55 activation – GPR55 agonists via beta-arrestin recruitment, primary screen, imaging, U2OS cells, beta-arrestin-GFP redistribution (AID 1961). activation, % at 10 µM; hits with a dose series show EC50 in µM. actives 0.048% (n = 290,000). U2OS GPR55 beta-arrestin-GFP redistribution imaging; higher % means a stronger effect. G-protein coupled receptor 55 (Homo sapiens);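 active = activation above 40% with more than 50 cells counted in the well; inconclusive = wells holding fewer than 50 cells, flagged as toxic or sparse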;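 also: U2OS osteosarcoma cells stably expressing GPR55 and beta-arrestin-GFP; plate controls were DMSO negative control for no effect and LPI positive control for full effect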
T cell modulator vesicle-bound % – recorded beside T cell modulator, whose call it bears; double positive events, %; measured here: CD8+ vesicle-bound cell fraction;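 binding gate set so that unloaded-vesicle control wells show 10% double positive cells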
NTR1 agonist cell count 20 µM – recorded beside NTR1 agonist, whose call it bears; cell count; measured here: cell count, cytotoxicity flag
Active calls of the source: *; i = inactive; u = inconclusive; x = no result given; [ ] = another dose, or the depositor's remark.

SMILES	PhoP inhibition	West Nile antiviral	KOR beta-arrestin-1	GPR55 antagonists	T cell modulator	T cell modulator vesicle-bound %	GPR35 arrestin U2OS	NTR1 agonist	NTR1 agonist cell count 20 µM	KOR beta-arrestin-2	GPR55 activation
FC(F)(F)c1nc(-c2ccccc2)ncc1-c1nnnn1-c1ccccc1	1%	u	2.9%	-4%	i	55	-5%	12	57	-20%	-0.1%
Cc1cc(NC(=O)Cn2cnc3c2c(=O)n(C)c(=O)n3C)n(-c2ccccc2)n1	-16%	-0.2%	x	12%	i	25	2%	0.2	30	x	-0.2%
CCn1c(NC(=O)c2ccccc2)c(-c2cccs2)c(=O)c2ccccc21	9%	0.6%	-0.9%	-9%	i	36	-1%	-0.9	61	-7%	-0.1%
Cc1ccc(C(=O)c2ccc(N3CCOCC3)c(F)c2)cc1	-1%	0.0%	2.4%	3%	i	26	2%	2.6	43	10%	-0.4%
O=C(Nc1ccc2[nH]ncc2c1)c1ccc(F)cc1	5%	0.2%	0.1%	-5%	i	50	14%	-0.4	50	-11%[20 µM]	-0.2%
CCc1nnc(SCc2ccc([N+](=O)[O-])cc2)nc1CC	1%	-0.7%	x	x	i	49	x	2.0	82	x	x
COc1cc(/C=N/NC(=O)CCNC(=O)c2ccccc2Cl)ccc1O	0%	0.0%	1.2%	-8%	i	54	-18%	0.0	43	-13%	-0.5%
COc1ccc(CCNC(=O)c2ccccc2SC)cc1	-1%	-0.5%	0.8%	-6%	i	33	-9%	0.1	55	-17%	0.1%
COc1ccc(CCNCC(O)Cn2ccc3ccccc32)cc1OC (stereo unspecified)	-5%	-0.7%	-2.2%	14%	i	34	7%	-0.2	36	8%	0.2%
CCOC(=O)COc1ccc(S(=O)(=O)Nc2ccc3c(c2)OCO3)cc1	4%	-0.6%	-4.6%	14%	i	29	0%	1.7	54	-24%	-0.2%
Cc1nn(C)cc1/C=N/NC(=O)Cn1nnc(N)n1	-8%	-0.1%	1.2%	-8%	i	31	9%	6.4	44	-19%	-0.3%
O=C(O)/C=C\c1cc2c(cc1[N+](=O)[O-])OCO2	-13%	0.1%	5.5%	3%	i	15	-5%	-0.7	64	25%	0.3%
C=CCNC(=O)CC(=O)N/N=C/c1cccc(Br)c1	-7%	-0.2%	6.1%	-28%	i	31	17%	0.6	48	-17%	0.0%
CCOC(=O)C1(Cc2ccc(OC)cc2)CCN(C(=O)C2CC(=O)N(C3CC3)C2)CC1 (stereo unspecified)	-9%	-0.8%	0.5%	-10%	i	27	0%	0.2	50	41%	0.4%
CC(=O)c1c(C(C)=O)c(C)n(NC(=O)c2cccnc2)c1C	-14%	0.1%	-5.0%	-3%	i	14	9%	0.6	28	-11%	-0.1%
CCN(Cc1ccccc1)C(=O)CC1Oc2ccccc2NC1=O (stereo unspecified)	4%	-1.0%	4.9%	-4%	i	50	6%	-1.8	75	-5%	0.4%
COc1cc(CC(=O)Nc2ccc(N3CCOCC3)cc2)cc(OC)c1OC	7%	0.1%	-1.3%	-1%	i	60	3%	-0.5	48	-25%	-0.5%
CCOC(=O)Cc1csc(NC(=O)CSc2nnnn2-c2ccc(C)cc2C)n1	6%	-0.3%	0.7%	0%	i	43	-12%	-0.4	52	-19%	0.2%
CCOc1ccc2[nH]c(=O)c(CN(CCO)C(=O)c3ccc(OC)c(OC)c3)cc2c1	9%	0.6%	2.5%	3%	i	28	1%	-0.4	90	13%	0.3%
C=CCn1c(-c2cccs2)nc2nc3ccccc3nc21	10%	0.0%	-4.6%	-12%	i	45	-2%	0.0	41	15%	0.5%
COc1cccc(N2CCN(C(=O)c3c(C)nn(-c4ccccc4)c3C)CC2)c1	3%	0.0%	3.4%	-11%	i	48	2%	1.2	62	-41%	0.8%
C#CCNC(=O)C1=C[C@H](C2CCCCC2)C[C@H](OCCCCO)O1	0%	-0.4%	-2.3%	-5%	x	x	10%	0.9	55	7%	-0.2%
Cc1cc(C)c2c(n1)SCC(=O)N2CC(=O)Nc1ccccc1Cl	x	0.6%	-3.7%	0%	i	20	14%	-3.1	53	32%[20 µM]	-0.3%
c1ccc(COC2CCCN(Cc3nc(-c4cccs4)no3)C2)nc1 (stereo unspecified)	-1%	-0.6%	x	15%	i	54	-2%	0.4	105	14%	0.1%
O=C(O)c1cccc(NC(=O)c2cccc(S(=O)(=O)N3CCc4ccccc4C3)c2)c1	-11%	0.4%	-2.9%	7%	i	20	13%	0.4	33	3%	-0.2%
c1ccc(Cn2nnnc2CN2CCN(c3ncccn3)CC2)cc1	28%	0.7%	-7.4%	8%	i	55	2%	0.6	64	4%	0.2%
COC(=O)c1ccccc1NC(=O)NCC1CCCO1 (stereo unspecified)	16%	0.7%	-2.5%	9%	i	46	21%	2.2	69	-14%	-0.2%
COc1ccc(-c2nc(-c3ccc(Br)o3)no2)cc1	10%	-0.1%	-3.4%	-2%	i	36	-3%	-1.2	39	-8%	0.5%
O=C(c1ccc(Cl)cc1)N1C2C=CC(C2)C1(C(F)(F)F)C(F)(F)F (stereo unspecified)	4%	0.1%	2.0%	-4%	i	47	14%	-0.8	52	10%	-0.2%
O=C(Nc1ccc(Cl)cc1Cl)NC1CCN(S(=O)(=O)c2ccc(F)cc2)CC1	-14%	0.1%	0.1%	9%	i	34	6%	19	58	-1%	-0.1%
Cc1ccc(C2CC(C(F)(F)F)n3nc(C(=O)NCc4ccco4)cc3N2)cc1 (stereo unspecified)	6%	-0.3%	6.6%	8%	i	37	3%	2.4	61	-77%	-0.1%
CCn1cc(Cl)c(C(=O)Nc2cc(C(=O)OC)cc(C(=O)OC)c2)n1	1%	0.0%	-4.7%	7%	i	38	1%	0.7	62	10%	0.1%
Nc1nnc(CSCc2ccccc2Cl)s1	-14%	-0.1%	2.2%	6%	i	38	-6%	-0.4	45	9%	1.6%
Cc1cccc(NC(=O)C2CC(=O)n3ncnc3N2)c1 (stereo unspecified)	-1%	0.5%	-1.1%	12%	i	52	9%	1.7	45	-13%	-0.1%
O=C(CCc1nc(-c2ccccc2Cl)no1)Nc1cccnc1	0%	0.2%	4.9%	4%	i	55	-2%	1.2	53	-23%	-0.2%
CCC1CCCCN1CCNC(=O)CCS(=O)(=O)c1ccc(Br)cc1 (stereo unspecified)	-2%	0.9%	-0.4%	-2%	i	54	-9%	-0.3	72	22%	-0.3%
COc1nc(NCCN2CCOCC2)nc(Nc2ccc([N+](=O)[O-])cc2)n1	-7%	0.5%	-7.0%	-5%	i	9	1%	0.5	78	-13%	-0.2%
CC(=O)c1ccc(N2CCN(CC(O)c3ccccc3)CC2)cc1 (stereo unspecified)	4%	-0.7%	-3.5%	1%	i	15	1%	0.2	69	21%	0.3%
CS(=O)(=O)N(CC(=O)N1CCN(C(c2ccccc2)c2ccccc2)CC1)C1CCCCC1	6%	-0.7%	8.6%	18%	i	27	10%	5.0	66	-7%	-0.1%
CC(=O)NC(Cc1ccccc1)C(=O)N1CCN(C(=S)NCC(C)C)CC1 (stereo unspecified)	0%	-0.6%	-4.9%	-3%	i	57	4%	2.2	36	8%	0.5%
CC(C)N(C(=O)C(=O)c1cccn1-c1ccccc1C#N)C(C)C	-86%	-0.8%	-2.7%	0%	i	11	7%	-5.0	85	27%	-0.2%
Cc1ccc(NC(=S)NNC(=O)c2cn(C)nc2C)cc1	5%	0.0%	-0.3%	24%	i	17	4%	2.8	60	7%	-0.1%

8 compounds already listed, arranged by molecular weight, rising.
SMILES	PhoP inhibition	West Nile antiviral	KOR beta-arrestin-1	GPR55 antagonists	T cell modulator	T cell modulator vesicle-bound %	GPR35 arrestin U2OS	NTR1 agonist	NTR1 agonist cell count 20 µM	KOR beta-arrestin-2	GPR55 activation
COc1ccc(CCNC(=O)c2ccccc2SC)cc1	-1%	-0.5%	0.8%	-6%	i	33	-9%	0.1	55	-17%	0.1%
CC(C)N(C(=O)C(=O)c1cccn1-c1ccccc1C#N)C(C)C	-86%	-0.8%	-2.7%	0%	i	11	7%	-5.0	85	27%	-0.2%
C#CCNC(=O)C1=C[C@H](C2CCCCC2)C[C@H](OCCCCO)O1	0%	-0.4%	-2.3%	-5%	x	x	10%	0.9	55	7%	-0.2%
c1ccc(COC2CCCN(Cc3nc(-c4cccs4)no3)C2)nc1 (stereo unspecified)	-1%	-0.6%	x	15%	i	54	-2%	0.4	105	14%	0.1%
COc1cc(/C=N/NC(=O)CCNC(=O)c2ccccc2Cl)ccc1O	0%	0.0%	1.2%	-8%	i	54	-18%	0.0	43	-13%	-0.5%
CC(=O)NC(Cc1ccccc1)C(=O)N1CCN(C(=S)NCC(C)C)CC1 (stereo unspecified)	0%	-0.6%	-4.9%	-3%	i	57	4%	2.2	36	8%	0.5%
CCOc1ccc2[nH]c(=O)c(CN(CCO)C(=O)c3ccc(OC)c(OC)c3)cc2c1	9%	0.6%	2.5%	3%	i	28	1%	-0.4	90	13%	0.3%
O=C(Nc1ccc(Cl)cc1Cl)NC1CCN(S(=O)(=O)c2ccc(F)cc2)CC1	-14%	0.1%	0.1%	9%	i	34	6%	19	58	-1%	-0.1%
